KCNQ1 inh = inhibitors of human KCNQ1 channel, primary screen, cell-based, thallium flux, high-throughput. CHO-K1 KCNQ1, FluxOR thallium flux fluorescence; active compounds read high. AID 2642, 2010. B-score at 10 µM. 1.3% of 310,000 active;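 active = compounds whose thallium flux B-score, printed positive for inhibition, exceeds three library SD while starting fluorescence stays within three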;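 also: channel opened by potassium depolarization with thallium stimulus after 20 min compound exposure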
Target sequence (P51787 whole entry, looked up): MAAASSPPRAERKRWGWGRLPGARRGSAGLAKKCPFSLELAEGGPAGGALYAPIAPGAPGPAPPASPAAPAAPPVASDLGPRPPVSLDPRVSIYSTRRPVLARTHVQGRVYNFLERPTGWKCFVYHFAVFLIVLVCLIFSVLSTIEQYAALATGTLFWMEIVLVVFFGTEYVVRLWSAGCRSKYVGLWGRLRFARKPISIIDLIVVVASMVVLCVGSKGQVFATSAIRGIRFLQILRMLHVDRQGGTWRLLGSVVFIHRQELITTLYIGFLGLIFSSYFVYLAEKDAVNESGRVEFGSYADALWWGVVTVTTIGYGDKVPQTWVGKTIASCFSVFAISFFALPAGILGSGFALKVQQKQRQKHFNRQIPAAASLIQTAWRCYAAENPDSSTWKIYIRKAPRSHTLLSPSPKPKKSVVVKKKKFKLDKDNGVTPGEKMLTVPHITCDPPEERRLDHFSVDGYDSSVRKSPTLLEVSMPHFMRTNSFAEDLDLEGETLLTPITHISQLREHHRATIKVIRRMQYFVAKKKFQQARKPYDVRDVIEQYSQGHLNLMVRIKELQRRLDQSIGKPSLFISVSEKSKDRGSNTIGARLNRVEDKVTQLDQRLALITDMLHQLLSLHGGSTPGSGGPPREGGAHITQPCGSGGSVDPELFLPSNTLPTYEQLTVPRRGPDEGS
KCNK9 inh = KCNK9 potassium channel inhibitors, primary screen, HEK293 cells, thallium flux | Potassium channel subfamily K member 9 (Homo sapiens), Q9NPC2 | 1.2% of 310,000 active | FluxOR thallium flux fluorescence; active compounds read low | AID 488922, 2010 | B-score at 10 µM;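 active = ratio B-score over 3 SD below the library mean, with starting fluorescence within 5 SD of its mean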;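 also: negative B-score means less thallium flux so channel inhibition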
KCNK3 block = human KCNK3 channel inhibitors, primary screen, CHO cells, FluxOR thallium flux, B-score | Potassium channel subfamily K member 3 (Homo sapiens), O14649 | FluxOR fluorescence; active compounds read low | B-score at 10 µM | 0.84% of 340,000 active | AID 602410, 2012;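 active = B-score under library mean minus 4 SD, starting fluorescence ratio at most library mean plus 5 SD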;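 also: more negative B-score means stronger inhibition of thallium flux through KCNK3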
GSK3 alpha inh = blockers of GSK3A enzyme activity – biochemical, luminescence, cell-free homogeneous, HTS, primary screen; GSK-3 alpha kinase, ADP-Glo luminescence, 60 min; inhibition, % at 10 µM; 0.1% of 320,000 active; AID 2650, 2010;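 in the data active = inhibition above about 50%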;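 also: GST-tagged GSK-3 alpha with peptide substrate and 25 µM ATP; 0% = DMSO neutral wells and 100% = GW8510 positive control wells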
RGS4 act = RGS4 potentiators or activators, primary screen, cell-based, HEK293 M3R inducible RGS4, calcium flux | carbachol calcium flux Fluo4; active compounds read low | AID 463111, 2010 | B-score at 10 µM | 0.92% of 310,000 active;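 active = B-score of the integrated calcium signal more than 4 SD below the library mean, with starting fluorescence not abnormally high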;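 also: negative B-score means reduced calcium response which marks RGS4 activation or potentiation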
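Also added: carbachol at ECmax as muscarinic agonist stimulus; Assay system: HEK293 cells with stable M3R and inducible RGS4; Timing: overnight RGS4 induction, 30 min dye load 37 °C, 20 min compound RT; Measured by: Fluo4-AM (2 µM) calcium-flux fluorescence, kinetic read.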
RGS4 inh = RGS4 inhibitors, primary screen, cell-based, HEK293 M3R inducible RGS4, calcium flux. Regulator of G-protein signaling 4 (Homo sapiens), P49798. Fluo-4 calcium flux; active compounds read high; triggered by carbachol at its EC20. B-score at 10 µM. 0.45% of 310,000 active;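 active = B-score, a plate-corrected calcium signal, over three deviations above library mean, with baseline fluorescence within five deviations of library mean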;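 also: RGS4 expression induced by doxycycline in cells with stable M3 receptor; B-score is computed from the integrated fluorescence ratio over baseline after carbachol; higher B-score means a larger calcium signal and so more RGS4 inhibition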
Target sequence (P49798 whole entry, looked up): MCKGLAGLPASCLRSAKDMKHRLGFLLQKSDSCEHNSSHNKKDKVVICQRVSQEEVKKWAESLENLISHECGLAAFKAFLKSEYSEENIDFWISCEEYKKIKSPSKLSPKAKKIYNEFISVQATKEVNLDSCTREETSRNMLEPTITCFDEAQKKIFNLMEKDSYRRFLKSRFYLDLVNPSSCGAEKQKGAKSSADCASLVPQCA
PolyA inh = polyadenylation inhibitors in yeast reporter cells, primary screen, luminescence, S. cerevisiae; S. cerevisiae SKY197-pL101 polyadenylation reporter, beta-gal luminescence; efflux-impaired pdr1/pdr3 knockout yeast; score 100 = 6 SD above DMSO; calls only at 12 µM; 0.02% of 300,000 active; AID 1875, 2009;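 active = lowest replicate activity score at least 50, where 100 means six control SD above control mean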;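 also: yeast exposed to compound for 9 h at 30 °C; higher score means more reporter readthrough which indicates perturbed polyadenylation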
hERG rescue = hERG rescue from dofetilide block, primary screen, cell-based, CHO-hERG, FluxOR thallium flux, dofetilide IC70; Voltage-gated inwardly rectifying potassium channel KCNH2 (Homo sapiens), Q12809; AID 1511, 2009; 0.51% of 310,000 active; activation (rescue from dofetilide block), less the hit threshold, % at 10 µM; dofetilide IC70 present;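 active = activation above the mean of controls blocked by dofetilide plus 5 SD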;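 also: thallium influx through hERG after potassium depolarization seen as dye fluorescence rise; in these data hits start at about 4.7%; inactives centre near -7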
KCNQ1 pot = potentiators or activators of KCNQ1 channel, primary screen, cell-based, thallium flux, high-throughput; Potassium voltage-gated channel subfamily KQT member 1 (Homo sapiens), P51787; CHO-K1 KCNQ1, thallium flux FluxOR fluorescence; active compounds read high; B-score at 10 µM; 0.35% of 310,000 active;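 active = fluorescence ratio B-score, a plate-corrected score, at least three library SD, with initial intensity B-score within 5 SD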
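Medium – assay buffer, equal DMSO in all wells · Material – CHO-K1 cell line with stable KCNQ1 potassium channel expression · Signal – kinetic FluxOR thallium fluorescence, 10-s 1-Hz baseline, 110-s post-stimulus read · Compound – single concentration per compound, DMSO matched to controls · Schedule – 37 °C overnight plating, 90-min dark dye load, 20-min compound pretreatment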
GSK3B inh = human GSK3beta kinase inhibitors, primary screen, biochemical, cell-free homogeneous, HTS | AID 2097, 2009 | activity score (negative = inhibition), % at 10 µM | Glycogen synthase kinase-3 beta (Homo sapiens), P49841 | 0.038% of 300,000 active | GST-GSK3beta kinase, ADP-Glo luminescence, 60 min; active compounds read low;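 active = more than half of replicate wells score below -50%, meaning over 50% inhibition versus plate controls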;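 also: 0% = median DMSO wells and -100% = median GW8510 positive control wells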
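Assay system: GST-fused GSK3beta enzyme, cell-free / Medium: Tris pH 7.5 buffer with MgCl2, DTT, BSA, heparin / Also added: peptide substrate plus 25 µM ATP (final) / Compound: 10 µM single point / Timing: kinase reaction with compound 60 min at room temperature / Detection: ADP-Glo luminescence / Benchmarks: DMSO neutral wells and GW8510 at 20 µM as positive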
Dyrk1A ADPGlo = rat Dyrk1A kinase inhibitors, primary screen, biochemical, single point, plate reader; Dual specificity tyrosine-phosphorylation-regulated kinase 1A (Rattus norvegicus), Q63470; ADP-Glo luminescence, NFATc1 peptide; inhibition, % at 12.5 µM; 0.43% of 310,000 active; in the data active = inhibition above about 50%;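 also: plate controls were vehicle with enzyme for no effect and no enzyme for full effect; many of its hits are not listed in these tables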
Numbers without * were called inactive; i = inactive; nt = no result given.

Every second line gives: GSK3B inh, Dyrk1A ADPGlo, KCNQ1 pot, KCNK3 block, KCNQ1 inh, PolyA inh, KCNK9 inh, RGS4 inh, GSK3 alpha inh, hERG rescue, RGS4 act
1: Cc1ccc2c(CC(=O)Nc3sccc3C(N)=O)coc2c1
  3, 8, i, i, i, i, i, i, 11, 0, i
2: Cc1nc([N+](=O)[O-])cn1CC(=O)NCCCO
  0, -3, i, i, i, i, i, i, -1, -6, i
3: O=C(CNC(=O)[C@@H]1Cc2ccccc2CN1)Nc1ccc2c(c1)OCO2
  -2, 4, i, i, i, i, i, i, 0, -2, i
4: COC(=O)Cc1c(O)ccn(C2CC2)c1=O
  1, -5, i, i, i, i, i, i, -4, 0, i
5: Oc1ccccc1/C=N/N1CCN(c2ccccn2)CC1
  1, 0, i, i, i, i, i, i, 0, -4, i
6: CC(=O)Nc1ccc(CN2CCN(c3cccc(C(F)(F)F)c3)CC2)cc1
  0, nt, i, i, i, i, i, i, 1, -10, i
7: O=S(=O)(c1ccccc1)N1CCC(n2nnc3cc(F)ccc32)CC1
  2, 5, i, i, i, i, i, i, -3, -7, i
8: CSc1nn2c(C)c(C)c(C)nc2c1C#N
  3, nt, i, i, i, i, i, i, -3, 1, i
9: COc1ccccc1-c1cc(-c2ccc(C)cc2)nc(SCc2nnc(-c3ccccc3)o2)c1C#N
  -2, 2, i, i, i, i, i, i, -1, -10, i
10: COc1ccc2cc3c(nc2c1)OCC3
  -3, 13, i, i, i, i, i, i, -1, -2, i
11: N#Cc1sc(C(N)=O)c(-c2ccccc2)c1-c1ccccc1
  0, -5, i, i, i, i, i, i, 1, -4, i
12: CCNc1nc(NCC)nc(C(=O)OCCO)n1
  1, 6, i, i, i, i, i, i, -1, -12, i
13: Oc1c(C=Nc2ccc(Cl)cn2)sc2ccccc12
  0, -6, i, i, i, i, i, i, -3, -13, i
14: CSc1ccc(CCNC(=O)CN2C(=O)c3cccnc3Oc3ccc(C)cc32)cc1
  2, -2, i, i, i, i, i, i, 0, -27, i
15: COc1ccc2c(c1)C(c1ccc(Cl)cc1)NC(=O)C2 (stereo not given)
  -1, 13, i, i, i, i, i, i, -3, -1, i
16: Cn1cccc1-c1nc2ccc(NC(=O)c3ccco3)cc2[nH]1
  -2, -5, i, i, i, i, i, i, -1, -5, i
17: CN1CCN(NC(=O)/C=C/c2cccc(Cl)c2)CC1
  2, 1, i, i, i, i, i, i, -4, -10, i
18: CCOC(=O)c1c(NC(=O)c2nn(C)cc2[N+](=O)[O-])sc(C)c1C
  -2, -9, i, i, i, i, i, i, -2, -1, i
19: CNc1oc(C)nc1S(=O)(=O)c1ccc(C)cc1
  -1, 0, i, i, i, i, i, i, 0, 0, i
20: CC(C)CCNc1ncnc2c1cnn2Cc1ccccc1Cl
  2, 7, i, i, i, i, i, i, -2, -10, i
21: Cc1cc(NC(=O)c2ccccc2Oc2ccccc2)no1
  6, 1, i, i, i, i, i, i, -2, -9, i
22: O=C1c2ccccc2C(Nc2ccc(S(=O)(=O)N3CCCCCC3)cc2)N1Cc1ccco1 (stereo not given)
  0, 0, i, -8.7*, i, i, i, i, 1, -15, i
23: CC(C)(C)CN1CCNC(=O)C1CC(=O)NCCN1CCCc2ccccc21 (stereo not given)
  0, 1, i, i, i, i, i, i, 0, -4, i
24: CCN(CC(=O)Nc1cccc(S(=O)(=O)N2CCCCC2)c1)Cc1ccccc1
  1, 1, i, i, i, i, i, i, -1, -13, i
25: COc1ccccc1OCCC(=O)OCC(=O)NCc1ccccc1
  7, -1, i, i, i, i, i, i, -1, -4, i
26: COCCCNC(=O)c1ccc(CS(=O)(=O)c2ccccc2C)o1
  0, -2, i, i, i, i, i, i, -2, -5, i
27: COCCN1Cc2cccc(C(=O)NCc3ccc4c(c3)OCO4)c2C1=O
  4, 11, i, i, i, i, i, i, 0, -7, i
28: CCn1cc(/C=C/C(=O)Nc2ccn(Cc3c(F)c(F)cc(F)c3F)n2)cn1
  1, -3, i, i, i, i, i, i, -1, -7, i
29: O=C(Nc1ccc(-c2n[nH]c(=S)o2)cc1)c1ccccc1Cl
  -5, -1, i, i, i, i, i, i, 4, -5, i
30: CN(c1cc(=O)n2ccccc2n1)C1CCCCC1
  2, 8, i, i, i, i, i, i, -2, -8, i

Going on with the list.
Every second line gives: GSK3B inh, Dyrk1A ADPGlo, KCNQ1 pot, KCNK3 block, KCNQ1 inh, PolyA inh, KCNK9 inh, RGS4 inh, GSK3 alpha inh, hERG rescue, RGS4 act
31: Cn1c(=O)cc(NCc2ccccc2)[nH]c1=O
  4, 0, i, i, i, i, i, i, -9, -5, i
32: Nc1c(S(=O)(=O)c2ccccc2)c2nc3ccccc3nc2n1CCN1CCOCC1
  4, -3, i, i, i, i, i, i, nt, -7, i
33: Cc1noc(/C=C/c2cccs2)c1S(=O)(=O)N1CCC(C(=O)NCCCN2CCC(C)CC2)CC1
  0, nt, i, i, i, i, i, i, 3, -20, i
34: CCOC(=O)c1c(C)nn(-c2ccc(NC(=O)c3c(C)noc3C)cc2)c1C
  2, 0, i, i, i, i, i, i, -2, -2, i
35: COc1cccc(C(=O)CC(C(=O)O)c2ccc(F)cc2)c1 (stereo not given)
  0, -1, i, i, i, i, i, i, -4, -7, i
36: COc1cc2cc(C)c3nnc(SCC(=O)Nc4cc(C)on4)n3c2cc1OC
  -2, -3, i, i, i, i, i, i, -4, -10, i
37: O=C(NNC(=S)Nc1ccccc1)c1ccncc1
  -1, 3, i, i, i, i, i, i, -1, -2, i
38: CC(=O)N=C1SC2CS(=O)(=O)CC2N1Cc1ccc(C)cc1 (stereo not given)
  0, nt, i, i, i, i, i, i, 2, -2, i
39: CCN(CC)S(=O)(=O)c1ccc(OC)c(NC(=O)c2cc(=O)[nH]c3ccccc23)c1
  -2, 0, i, i, i, i, i, i, -8, -9, i
40: CCOC(=O)NC(=O)c1cn(N(C)c2ncc(C(F)(F)F)cc2Cl)c(=O)[nH]c1=O
  6, -2, i, i, i, i, i, i, -4, -1, i
41: CN(C)/C=C/c1oc2ccc(O)cc2c1[N+](=O)[O-]
  0, 23, i, i, i, i, i, i, 1, -11, i
42: CCCn1c(=O)n(C)c(=O)c2c(SCC(=O)NCC(c3ccccc3)N(C)C)nc(CC(C)C)nc21 (stereo not given)
  1, -5, i, i, i, i, i, i, 1, -16, i
43: COc1cccc(O)c1CN1CCC(C(=O)Nc2ccc(Oc3cccnc3)cc2)CC1
  -1, 7, i, i, i, i, i, i, 0, -8, i
44: O=C(COC(=O)Cc1ccccc1F)Nc1cc(S(=O)(=O)N2CCOCC2)ccc1N1CCCC1
  4, -5, i, i, i, i, i, i, -2, -10, i
45: Cc1cc([N+](=O)[O-])nn1CCCC(=O)Nc1ccc2c(c1)OCO2
  1, nt, i, i, i, i, i, i, -1, -7, i
46: O=C(O)/C=C/C(=O)NCc1ccccn1
  0, -1, i, i, i, i, i, i, 5, -24, i
47: Cc1nc(NCc2ccco2)nc2c1C(=O)CC(C)C2 (stereo not given)
  -4, 2, i, i, i, i, i, i, -2, -5, i
48: Nc1nc2ccccc2n1Cc1ccc(Cl)c(Cl)c1
  -4, -4, i, i, i, i, i, i, -1, -16, i
49: COc1ccc2oc(C(=O)c3ccccc3)c(N)c2c1
  -1, nt, i, nt, i, i, i, i, -3, -4, i
50: CCOC(=O)NC(=O)/C(C=Nc1ccc(Cl)cc1)=C(\C)O
  4, -4, i, i, i, i, i, i, 2, -5, i
51: COc1cc(C(=O)OCc2nc3ccsc3c(=O)[nH]2)c([N+](=O)[O-])cc1OC
  -3, -10, i, i, i, i, i, i, 2, -13, i
52: CC(=O)c1c(C)[nH]c(C(=O)OCC(=O)N2c3ccccc3NC(=O)C2(C)C)c1C
  2, 1, i, i, i, i, i, i, 4, -8, i
53: Cc1noc(C)c1C(=O)N1CCN(S(=O)(=O)c2cccs2)CC1
  4, -5, i, i, i, i, i, i, 2, -7, i
54: O=C(COC(=O)c1ccc(O)cc1)Nc1ccc(OC(F)F)cc1
  4, 2, i, i, i, i, i, i, 0, 2, i
55: C/C(=C\C(=O)OCC(=O)NCc1ccccc1)C(=O)OCC(=O)NCc1ccccc1
  1, 1, i, i, i, i, i, i, -2, -9, i
56: CC(C(=O)NCCc1ccc(F)cc1)N1CCN(Cc2ccccc2)CC1 (stereo not given)
  -1, nt, i, i, i, i, i, i, -4, -16, i
57: Cc1ccc(-c2nc(NC(=O)CSc3nnnn3-c3ccccc3)ns2)cc1
  2, 3, i, i, i, i, i, i, -1, -4, i
58: O=S(=O)(Oc1ccccc1/C=N/n1cnnc1)c1ccccc1
  4, -59, i, i, i, i, i, i, -2, -10, i
59: Cc1ccc2ncnc(NCCC(=O)O)c2c1
  1, 8, i, i, i, i, i, i, 1, -11, i
60: COC(=O)c1cc2c(ccn2-c2ccc(F)cc2)n1Cc1ccc(OC)cc1
  2, 2, i, i, i, i, i, i, -3, -6, i
61: COc1cc(NC(=S)N2CCN(c3ccccn3)CC2)c(OC)cc1Cl
  1, 0, i, i, i, i, i, i, 3, -7, i
62: CCc1ccc(NC(=O)/C(C#N)=C/c2ccncc2)cc1
  -4, -5, i, i, i, i, i, i, 2, -11, i

This is a subset, so the mix of outcomes need not match the whole.
